Compound activity from PubChem BioAssay.
H1N1 NS1A inhibition – NS1A inhibition, H1N1 influenza, cell based functional assay (AID 504329); NS1A functional cell-based assay, percent inhibition; higher % means a stronger effect; inhibition, % at 12.5 µM; hits with a dose series show IC50 in µM; actives 0.3% (n = 340,000); in the data active means a potency from the dose series; inconclusive means inhibition above about 27% without an active follow-up result; further: strong numbers were not always called active
M. tuberculosis HTS – M. tuberculosis growth inhibition, HTS (AID 449762); M. tuberculosis H37Rv growth inhibition, 7H9 media; higher % means a stronger effect; inhibition, % at 25 µM, or IC50 in µM where a hit was titrated; actives 0.59% (n = 330,000); in the data active means a potency from the dose series; inconclusive means inhibition above about 70% without an active follow-up result;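 further: bacterial growth assessed after seven days of incubation; strong numbers were not always called active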
M. tuberculosis – growth inhibition of non-replicating M. tuberculosis (AID 488890). actives 0.39% (n = 320,000). Mycobacterium tuberculosis non-replicating, growth inhibition; higher % means a stronger effect. one-dose inhibition, % at 25 µM; IC50 in µM for titrated hits; in the data active means a potency from the dose series; inconclusive means inhibition mostly from about 82% at the one dose, without a potency; inactive means the rest, 99 in 100 with inhibition below about 76%;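 further: plate controls were DMSO cells for no effect and high antibiotic wells for full effect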
inhibitors of VEEV – inhibitors of VEEV TC-83 cytopathic effect, confirmation, Vero cells (AID 588727). Vero cells, VEEV TC-83 cytopathic effect inhibition; higher % means a stronger effect. one-dose inhibition, % at 20 µM; IC50 in µM for titrated hits. actives 0.13% (n = 350,000); in the data active means a potency from the dose series; inconclusive means inhibition mostly from about 14% at the one dose, without a potency; inactive means the rest, 99 in 100 with inhibition below about 12%; further: strong numbers were not always called active
Salmonella PhoP GFP – PhoP regulon inhibitors, Salmonella typhi PhoP promoter GFP reporter, confirmatory (AID 1850) | Salmonella Typhi PhoP-promoter GFP reporter, fluorescence, 4 h; higher % means a stronger effect | inhibition, % at 50 µM; hits with a dose series show IC50 in µM | actives 0.33% (n = 310,000); in the data active means a potency from the dose series; inconclusive means inhibition mostly from about 25% at the one dose, without a potency; inactive means the rest, 99 in 100 with inhibition below about 19%;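 further: 0% = induced wells with vehicle and 100% = uninduced wells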
* hit, by the source's call; i = inactive; ? = inconclusive; · = no result given. Not a hit list; 1.5% or so of the library scored in one or more.

| structure | H1N1 NS1A inhibition | M. tuberculosis HTS | M. tuberculosis | inhibitors of VEEV | Salmonella PhoP GFP |
| --- | --- | --- | --- | --- | --- |
| Cc1ccc(N2CC(O)=C(c3ccccc3)C2=N)cc1 | -3% | -5% | 0% | 7.4% | -7% |
| O=C(Cc1ccc(Cl)cc1)SCc1ccccc1 | -29% | -11% | 42% | 0.7% | · |
| Cc1ccsc1C(C(=O)NC(C)(C)C)N(Cc1ccco1)C(=O)c1csnn1 (stereo unspecified) | 4% | 3% | 24% | i | 0% |
| CC(C)Cc1nc(SCC(=O)Nc2nnc(CC(C)C)s2)n[nH]1 | -6% | 1% | 20% | 0.8% | 13% |
| O=C(Nc1ccc(-c2cn3ccsc3n2)cc1)C1CC1 | 0% | 2% | 16% | 2.3% | 7% |
| Nc1ccc(C(=O)c2cccs2)cn1 | -5% | -3% | -23% | 1.7% | 2% |
| Cc1nnc(SCC(=O)Nn2cnnc2)s1 | 1% | -6% | 4% | 0.3% | 6% |
| CS(=O)(=O)N(CC(=O)N1CCOCC1)c1ccccc1Br | -8% | 2% | -6% | 0.6% | 2% |
| O=[N+]([O-])c1ccccc1/C=N/n1c(C2CCCCC2)n[nH]c1=S | 5% | 4% | 50% | 2.9% | -13% |
| CCOc1c(Cl)cc(CNCc2ccncc2)cc1OC | 6% | 3% | -2% | 0.6% | 15% |
| CCOC(=O)c1c(C)[nH]c(C)c1S(=O)(=O)NCc1ccccc1C | 4% | 1% | 23% | i | -6% |
| Cc1cc(OCc2nn[nH]n2)c2c(C)c(CC(=O)O)c(=O)oc2c1 | 4% | 0% | -3% | 1.1% | -8% |
| O=C(NCC(c1ccco1)N1CCc2ccccc21)c1ccccc1F (stereo unspecified) | -3% | 8% | 4% | 8.1% | -5% |
| COc1ccc(OCC(=O)Nc2ccc(S(=O)(=O)N3CCCCC3)cc2)cc1 | 2% | 1% | 17% | 1.5% | -5% |
| Cc1cc(Oc2ccc(-c3nnc(-c4ccccc4)o3)cc2[N+](=O)[O-])ccc1Cl | 2% | -20% | 8% | 0.1% | -12% |

The final three compounds of the section above lead into the next.
| structure | H1N1 NS1A inhibition | M. tuberculosis HTS | M. tuberculosis | inhibitors of VEEV | Salmonella PhoP GFP |
| --- | --- | --- | --- | --- | --- |
| O=C(NCC(c1ccco1)N1CCc2ccccc21)c1ccccc1F (stereo unspecified) | -3% | 8% | 4% | 8.1% | -5% |
| COc1ccc(OCC(=O)Nc2ccc(S(=O)(=O)N3CCCCC3)cc2)cc1 | 2% | 1% | 17% | 1.5% | -5% |
| Cc1cc(Oc2ccc(-c3nnc(-c4ccccc4)o3)cc2[N+](=O)[O-])ccc1Cl | 2% | -20% | 8% | 0.1% | -12% |
| C[C@@H]1CCC2[C@](C)(CO)[C@@H](O)CC[C@]2(C)[C@@]12CCC(CO)(CCO)O2 (stereo partly specified) | -2% | -2% | -7% | 1.6% | -2% |
| COc1ccccc1C(=O)CC(=O)c1ccccc1 | -4% | 18% | 52% | 0.9% | -13% |
| COc1ccc(Cc2nnc(Nc3ccc(Cl)cc3)[nH]c2=O)cc1 | 15% | 3% | 3% | i | 4% |
| O=C(NCCN1CCOCC1)C(=O)NCC1OCCCN1S(=O)(=O)c1cc(F)ccc1F (stereo unspecified) | -8% | -10% | 9% | 5.2% | -6% |
| Cc1cc(C)c2oc(C(=O)N(Cc3ccccc3)c3ccccn3)cc(=O)c2c1 | -10% | -10% | -10% | 5.3% | 7% |
| NC1C2CN3CCN(C2)CC1(c1ccccc1)C3 (stereo unspecified) | -5% | -1% | 74% | i | -15% |
| CCNC(=S)NN=C1CCC(C(C)(C)C)CC1 (stereo unspecified) | -5% | -2% | 7% | 2.1% | -1% |
| O=C(COC(=O)c1ccc(S(=O)(=O)N2CCOCC2)cc1)Nc1ccccc1OC(F)F | -2% | 1% | -4% | 0.9% | · |
| COc1ccc(Cl)cc1NC(=O)CN(C)C(=O)CCc1nc2ccccc2c(=O)[nH]1 | -10% | -7% | 14% | 0.7% | · |
| CN1C=CC=C/C1=C1\SC(=S)N(C2CCCCC2)C1=O | 23% | 5% | 6% | 0.7% | 4% |
| COCCNC(=O)C(c1ccc(Cl)cc1)N(C(=O)Cn1nnc2ccccc21)c1cccnc1 (stereo unspecified) | 3% | 0% | 6% | 3.9% | -1% |
| Cc1ccc(NC(=O)C2OCCc3ccccc32)cc1 (stereo unspecified) | 2% | 4% | 38% | 0.1% | -4% |
| O=C1COc2ccc(C(=O)COC(=O)CCSc3ccccc3)cc2N1 | 4% | 12% | 6% | 0.4% | 0% |
| O=C(O)CCCC(=O)Nc1ccccc1-n1ccnc1 | 6% | -2% | -21% | i | -9% |
| COc1ccc(CNC(=O)CSc2nnnn2-c2ccc(O)cc2)cc1 | 7% | 1% | 7% | 2.1% | 4% |
| CCOC(=O)N1CCC(NC(=O)CS(=O)(=O)Cc2nc(-c3cccc(Cl)c3)oc2C)CC1 | 6% | 1% | 8% | 0.7% | 2% |
| COc1ccc(S(=O)(=O)N[C@@H](CSCc2ccccc2)C(=O)O)cc1 | -5% | -4% | -3% | 0.7% | 0% |
| COc1ccccc1C(=O)NC(=S)Nc1ccc2[nH]c(=O)[nH]c2c1 | 1% | -5% | -4% | 2.6% | 5% |
| Cc1ccc(CNC(=O)c2ccccc2CCc2ccccc2)cc1 | -7% | ? | 6% | 4.5% | -8% |
| CC1CCC(NC(=O)CN2C(=O)NC(C)(C)C2=O)CC1 (stereo unspecified) | -5% | 1% | -3% | 0.7% | 14% |
| O=P(CCN1CCCCC1)(c1ccccc1)c1ccccc1 | 9% | -8% | 3% | i | 2% |
| CC1CCN(c2ccc([N+](=O)[O-])c(SCCO)c2)CC1 | · | -7% | 20% | 0.6% | -1% |
| COc1ccc(Cc2nnc(NC(=O)c3ccccc3Cl)s2)cc1OC | 3% | 3% | -8% | 0.4% | -3% |
| O=C(Nc1nc(-c2nc3ccccc3s2)cs1)C1COc2ccccc2O1 (stereo unspecified) | -7% | -3% | · | 9.3% | -10% |
| COc1cc(SC)ccc1C(=O)OCC(=O)N1CC(=O)Nc2ccccc21 | 4% | -2% | -2% | 0.5% | · |
| Cc1nnc(SCC(=O)NN2C(=O)NC3(CCCCC3)C2=O)s1 | -5% | 9% | 4% | 0.7% | 3% |
| N#Cc1ccc(Oc2ccc(/C=N/O)cn2)cc1 | 2% | -5% | 11% | 5.3% | 0% |
| Oc1ccccc1OCc1nc2ccccc2s1 | 0% | -3% | 5% | i | -7% |
| C=CCN1C(=O)/C(=C/c2ccc(OC)cc2)S/C1=N/c1nccs1 | 1% | 1% | 4% | 1.2% | 3% |
| COC(=O)c1ccc(NC(=O)C(=O)N2CCN(C(=S)Nc3cccc(OC)c3)CC2)cc1 | -1% | -4% | 20% | 2.1% | -4% |
| COc1ccc(C)cc1S(=O)(=O)N(CC(=O)Nc1cccc([N+](=O)[O-])c1)c1cc(C)cc(C)c1 | -4% | 5% | -1% | 0.8% | 0% |
| CCS(=O)(=O)c1ccc(O)c(NC(=O)Nc2ccc(C(C)(C)C)cc2)c1 | 0% | 8% | 6% | 2.1% | 7% |
| COc1ccc(C)cc1S(=O)(=O)N(CC(=O)N1CCCC1)c1ccc(C)cc1 | -5% | -3% | -5% | 0.1% | -4% |
| CCc1ccc(NC(=O)CSc2nnc(Cc3cccn3C)n2-c2ccc(F)cc2)cc1 | 6% | 4% | 25% | 0.4% | -6% |
| C=CCn1c(SCCC)nc(O)cc1=O | -6% | 2% | 68% | 0.2% | -25% |
| O=C1NC(=O)N(Cc2ccccc2Cl)C(=O)/C1=C/c1cccs1 | -4% | 8% | -4% | 1.0% | -5% |
| COc1ccnc(Oc2ccc(C)cc2C)c1C#N | -4% | -8% | 16% | 0.9% | -2% |
| COc1ccc(-c2cc(C(=O)Nc3cc(OC)c(OC)c(OC)c3)no2)cc1 | 0% | 15% | 30% | 1.1% | -6% |
| O=C(c1ccccc1-c1nc(-c2ccc(Cl)cc2)no1)N1CCCC1 | -10% | 5% | 13% | i | -10% |
| Nc1ccc(Nc2ccccc2N)cc1 | 8.3µM* | ? | ? | i | -4% |
| CCC(=NCCN1CCOCC1)c1c(O)n(C2CCCCC2)c(=O)[nH]c1=O | 0% | 6% | 46% | 2.0% | -2% |
| Cc1cc(NC(=O)CN2C(=O)NC(Cc3ccccc3)C2=O)no1 (stereo unspecified) | 4% | 1% | -19% | 1.7% | -4% |
| CCOc1ccc(NC(=O)CN(C)C(=O)c2cc3c(s2)CCC(C)C3)cc1OCC (stereo unspecified) | -3% | 1% | · | i | · |
| COc1ccc(C)cc1NC(=O)CNCc1cccs1 | 19% | 15% | 6% | 0.0% | 7% |
| Cc1cccc(Cn2ncc(Cl)c(Cl)c2=O)c1 | 3% | ? | 77% | 0.9% | 0% |

In a second layout: entries from further up
Under each structure: H1N1 NS1A inhibition	M. tuberculosis HTS	M. tuberculosis	inhibitors of VEEV	Salmonella PhoP GFP
CCS(=O)(=O)c1ccc(O)c(NC(=O)Nc2ccc(C(C)(C)C)cc2)c1
→ 0%	8%	6%	2.1%	7%
CCOc1ccc(NC(=O)CN(C)C(=O)c2cc3c(s2)CCC(C)C3)cc1OCC (stereo unspecified)
→ -3%	1%	·	i	·

Going on with the list:
| structure | H1N1 NS1A inhibition | M. tuberculosis HTS | M. tuberculosis | inhibitors of VEEV | Salmonella PhoP GFP |
| --- | --- | --- | --- | --- | --- |
| CC(C)OP(=O)(c1ccc(N(C)C)cc1)C(O)c1ccc(N(C)C)cc1 (stereo unspecified) | 3% | -11% | -12% | i | -6% |
| CCn1c(=O)cc(OCC(=O)N(C)C2CCCCC2)c2ccccc21 | 1% | -3% | 9% | 2.0% | 5% |
| O=C(CC12CC3CC(C1)CC(CC(=O)N1CCCC1)(C3)C2)N1CCCC1 | 1% | -4% | 7% | i | -4% |
| CCC(=O)c1cc(F)c(N2CCN(S(=O)(=O)c3ccc(C)cc3)CC2)cc1C | 0% | -4% | 13% | 0.7% | 1% |
| O=C(C[n+]1ccccc1)N/N=C/c1ccccc1C(F)(F)F | -14% | 1% | -9% | i | 5% |
| COC(=O)c1ccc(C)c(NC(=O)CCc2ccc(OC)cc2)c1 | 25% | 0% | -14% | 0.2% | -11% |
| CCN(CC)c1ncnc2c1nnn2C | 1% | · | · | 0.4% | · |
| Cc1sc2ncn(CC(=O)NCCCC(=O)N3CCC(C)CC3)c(=O)c2c1C | -5% | 1% | -15% | 0.2% | -4% |
| CC1(C)CC(=O)/C(=C(\O)CCCN2C(=O)c3ccccc3C2=O)C(=NCCO)C1 | -2% | -8% | -5% | 0.8% | 6% |
| Cc1cc(NC(=S)Nc2cccc3ccccc23)n[nH]1 | -5% | 37% | 75% | 1.7% | 11% |
| CC(C)(Oc1ccc(Cl)cc1)C(=O)OCn1nnc2ccccc2c1=O | -11% | ? | ? | 1.9% | -10% |
| CCCCOc1ccc(C(=O)N/C(=C\c2cccc([N+](=O)[O-])c2)C(=O)OC(C)C)cc1 | 4% | 9% | 7% | i | 1% |
| CCCCN1C(=N)N([C@@H](CCC)CN2CCC[C@H]2CN2C(N)=NC[C@H]2C(C)C)C[C@H]1[C@H](C)CC | -28% | 1% | 51% | i | · |
| Cc1cc(C)c(NS(=O)(=O)c2ccc(NC(=O)/C=C/C(=O)O)cc2)c(C)c1 | · | 2% | -7% | · | -7% |
| COc1ccccc1C1=CC(=O)C[C@H](c2ccc(F)cc2)C1 | 1% | 7% | 10% | i | · |
| Cc1cc(NC(=O)Cn2nc([N+](=O)[O-])c(Br)c2C)no1 | -15% | 2% | -2% | 0.1% | 4% |
| CN(C(=O)c1cccc(NC(=O)Cc2cccc(NC(=O)C3CCN(C(=O)C4CCCCC4)CC3)c2)c1)C1CC1 | -1% | · | · | 0.7% | · |
| O=C(NCC1CCCCC1)c1ccc(=O)[nH]c1 | 1% | -4% | -3% | i | 4% |
| Cc1c(C(=O)N2CCCC2)oc2c1-c1nn(CC(=O)NCCCN3CCCCC3C)cc1CC2 (stereo unspecified) | 8% | -8% | 11% | i | -10% |
| CCCn1c(O)c(N=NC(=O)c2cccnc2)c2cc(Br)ccc21 | 0% | 7% | 21% | 0.6% | 11% |
| Cc1ccc(OCC(=O)Nc2ccc(N3CCN(S(C)(=O)=O)CC3)cc2)cc1 | 8% | 4% | -2% | 0.8% | -3% |
| CCOc1cc(C(=O)N/N=C/c2ccsc2)cc(OCC)c1OCC | 16% | 2% | -4% | 0.4% | -2% |
| O=C(Nc1cccc(S(=O)(=O)N2CCCC2)c1)c1cccc(S(=O)(=O)N2CCOCC2)c1 | 2% | 5% | 12% | 7.0% | · |
| O=C(CCc1ccccc1)NNC(=S)Nc1ccc(F)cc1 | 1% | 5% | -4% | 1.6% | -2% |
